Bioassay records: PubChem BioAssay, several laboratories
SR-BI DiI inh: inhibitors of SR-BI mediated HDL lipid uptake, primary screen, ldlA[mSR-BI] cells, fluorescence, single point | inhibition, % at 12.5 µM | 320,000 compounds, 0.96% hits | Scavenger receptor class B member 1 (Mus musculus), Q61009 | ldlA[mSR-BI] CHO cells, DiI-HDL uptake fluorescence, 3 h;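 active = mean replicate inhibition of at least 70% and a set share of replicates each scoring 70 or more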;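 also: 0% = median of neutral control wells and 100% = median of positive control wells; values of inactives mirror those of a sister screen read the other way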
Wnt bcat act: Wnt/beta-catenin pathway activators, primary screen, cell-based, plate reader, single point | activation, % at 9.35 µM | 300,000 compounds, 1.2% hits | Wnt/beta-catenin reporter cell assay, activator; in the data active = activation above about 30%, passing the limit was not always enough;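 also: 0% = neutral control wells and 100% = positive control wells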
PvdQ inh: P. aeruginosa PvdQ acylase inhibitors, primary screen, biochemical, fluorescence, plate reader and imaging, single point. purified PvdQ acylase. PvdQ acylase [Pseudomonas aeruginosa LESB58]. inhibition, % at 10 µM. 340,000 compounds, 0.063% hits; in the data active = inhibition above about 30%, passing the limit was not always enough;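 also: 0% = vehicle neutral wells and 100% = reference inhibitor wells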
HTR5A inv ctr: HTR5A inverse agonists in luminescence cell assay, primary screen, counter-screen for OPRM1-OPRD1 heterodimer inverse agonist project, full-deck HTS; 5-hydroxytryptamine receptor 5A (Homo sapiens), P47898; HTR5A cell line, inverse agonism; inhibition, % at 9.3 µM; 340,000 compounds, 0.083% hits; AID 504634, 2011; in the data active = inhibition mostly above about 23%, no sharp cut-off; inactive = mostly below about 18%;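 also: 0% = cells with DMSO and 100% = no-cell wells with DMSO; some compounds called inactive have numbers as strong as hits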
Target sequence (P47898 whole entry, looked up): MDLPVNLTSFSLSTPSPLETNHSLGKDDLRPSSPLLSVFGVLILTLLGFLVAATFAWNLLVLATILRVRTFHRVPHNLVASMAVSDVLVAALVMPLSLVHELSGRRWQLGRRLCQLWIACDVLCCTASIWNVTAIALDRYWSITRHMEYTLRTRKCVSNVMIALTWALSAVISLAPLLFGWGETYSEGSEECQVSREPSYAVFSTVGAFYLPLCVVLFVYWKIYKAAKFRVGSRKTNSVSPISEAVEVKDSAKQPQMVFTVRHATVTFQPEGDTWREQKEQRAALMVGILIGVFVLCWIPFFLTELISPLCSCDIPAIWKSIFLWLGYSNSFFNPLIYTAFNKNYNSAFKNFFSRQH
V-ATPase pHluor: regulators of yeast V-ATPase proton pumping, primary screen, pHLuorin cytosolic pH fluorescence. response, % at 10 µM. S. cerevisiae. 350,000 compounds, 0.37% hits. AID 504577, 2011; in the data active = response mostly above about 7.3%, no sharp cut-off; inactive = mostly below about 5.4%; also: actives read high; inactives centre near 0; some compounds called inactive have numbers as strong as hits; reference of the scale not given here
dFosB act: activators of delta FosB homodimer, primary screen, biochemical, fluorescence polarization, TAMRA-CDK5 oligo, single point. purified delta FosB; percent of positive-control signal above neutral wells. activation, % at 25 µM. AID 493131, 2011. Protein FosB (Mus musculus), P13346. 340,000 compounds, 0.99% hits;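 active = mean activation above about 17%, with every replicate also reaching it, limit read from the data, passing the limit was not always enough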;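 also: fluorescence polarization rise as delta FosB binds a TAMRA Cdk5 AP-1 oligo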
Target sequence (P13346 whole entry, looked up): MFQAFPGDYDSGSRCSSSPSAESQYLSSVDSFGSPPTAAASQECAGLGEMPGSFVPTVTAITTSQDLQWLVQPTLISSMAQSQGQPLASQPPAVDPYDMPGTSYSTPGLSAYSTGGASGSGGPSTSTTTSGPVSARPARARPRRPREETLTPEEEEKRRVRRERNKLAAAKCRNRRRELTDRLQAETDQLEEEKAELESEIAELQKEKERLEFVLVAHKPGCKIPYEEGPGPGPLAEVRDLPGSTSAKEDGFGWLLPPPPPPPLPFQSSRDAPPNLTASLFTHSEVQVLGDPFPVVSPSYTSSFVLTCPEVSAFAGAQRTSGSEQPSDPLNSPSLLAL
NSD2 inh: NSD2 histone methyltransferase inhibitors, primary screen, biochemical, AlphaScreen, single concentration, set 2; 310,000 compounds, 0.54% hits; NSD2 peptide methylation, 120 min; AID 743445, 2014; inhibition, % at 12.5 µM; Histone-lysine N-methyltransferase NSD2 (Homo sapiens), O96028; in the data active = inhibition above about 50%
CDK5 p35 inh: inhibitors of human CDK5/p35 kinase, primary screen, biochemical, single concentration; Cyclin-dependent kinase 5 (Homo sapiens) + Cyclin-dependent kinase 5 activator 1 (Homo …; Recombinant CDK5/p35, ADP-Glo luminescence, 60 min; inhibition, % at 10 µM; 330,000 compounds, 0.01% hits;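 active = highest replicate inhibition of at least 50% and at least 75% of replicates reaching 50%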;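 also: plate controls were DMSO neutral control for no effect and GW8510 at 10 µM for full effect; many of its hits are not listed in these tables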
MITF act: activators of MITF-driven TRPM1 promoter reporter, primary screen, cell-based, SK-MEL-5, luciferase, single point; SK-MEL-5 TRPM1-promoter luciferase, 24 h; % of positive control, neutral wells = 0; activation, % at 12.5 µM; 300,000 compounds, 0.75% hits;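 active = mean activation of at least 80% with every replicate also reaching 80%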;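 also: 0% = neutral control wells and 100% = parthenolide positive control wells; values of inactives mirror those of a sister screen read the other way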
HTR5A ag: HTR5A agonists in luminescence cell assay, primary screen, counter-screen for OPRM1-OPRD1 heterodimer agonist project, full-deck HTS | 340,000 compounds, 0.61% hits | 5-hydroxytryptamine receptor 5A (Homo sapiens), P47898 | activation, % at 9.3 µM | AID 504692, 2011 | cell-based; in the data active = activation mostly above about 9.5%, no sharp cut-off; inactive = mostly below about 7.6%;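 also: 0% = cells with vehicle only and 100% = reference agonist; strong numbers were not always called active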
Active calls of the source: *; · = not tested or not shown.

No.	molecule	SR-BI DiI inh	Wnt bcat act	PvdQ inh	HTR5A inv ctr	V-ATPase pHluor	dFosB act	NSD2 inh	CDK5 p35 inh	MITF act	HTR5A ag
1	CC(C)OC(=O)c1cc(NC(=O)C2C3C=CC(O3)C2C(=O)O)cc(C(=O)OC(C)C)c1 (centres undefined)	-30	2	13	-23	3	-5	-2	1.8	-10	6
2	COc1ccc(-n2c(CNC(=O)c3cc(OC)c(OC)c(OC)c3)n[nH]c2=S)cc1	-26	·	-6	6	-1	-1	-2	-0.3	1	-1
3	COC(=O)/C(=N/Nc1ccccc1C)Sc1nnc(C(O)c2ccccc2)n1-c1ccccc1 (centres undefined)	13	-2	13	-13	12	-9	-2	0.0	-10	1
4	Cc1c(NC(=O)Nc2ccccc2Cl)c(=O)n(-c2ccccc2)n1C	-3	-1	17	-11	-3	-2	-1	0.5	3	4
5	COc1ccc(OC)c(CNC(=O)CCn2nc(C)c3c(C)n(-c4ccccc4)nc3c2=O)c1	-16	-1	-3	14	-1	-6	-2	-1.4	3	3
6	CNC(=S)N/N=C1\C(=O)c2cccc3cccc1c23	·	·	-3	6	-1	-8	-1	-2.4	-8	5
7	CC(Sc1ccc(Cl)cc1)C(=O)NCc1cccnc1 (centres undefined)	9	-1	-7	11	-1	5	-1	0.4	-8	-5
8	CN(C)CCCN1C(=O)C(O)=C(C(=O)c2cc3ccccc3o2)C1c1ccccc1 (centres undefined)	-22	·	-10	-2	-6	-2	-1	-1.4	14	8
9	CCC(=O)c1ccc(OCC(=O)OCC(=O)NCCCc2ccccc2)cc1	24	-2	-15	-16	1	-11	-5	1.4	0	5
10	COc1cccc(C(=O)N2CCC(O)(c3cccnc3)CC2)c1	-8	-7	-5	2	4	-1	0	2.1	5	-1
11	Cc1ccc(NC(=O)CCc2nc3sc4c(c3c(=O)[nH]2)CCCC4)nc1	-15	·	-6	-8	1	-10	·	-5.5	-7	4
12	Oc1ccc(-c2csc(-c3cccnc3)n2)c(O)c1	24	17	-10	-9	1	1	-3	0.8	28	3
13	COc1cc(C(=O)N(CCCO)Cc2cc3ccc(C)c(C)c3[nH]c2=O)cc(OC)c1OC	-14	·	-4	1	5	-6	9	-0.2	·	-4
14	OC(CNCc1ccco1)Cn1c2ccc(Br)cc2c2cc(Br)ccc21 (centres undefined)	-23	·	-7	-1	0	-23	0	-0.7	-3	16
15	O=C(COc1ccc2ccccc2c1)NNC(=O)c1cccs1	·	-1	-5	-5	1	1	17	-0.6	-2	2
16	CCOC(=O)C1=C(C)NC(C)=C(C(=O)OCC)C1c1cc2ccc(C)cc2[nH]c1=O	-3	-13	-8	10	2	4	45	-0.6	·	0
17	Cc1cc(C)cc(C(=O)NCC(=O)OCc2cc([N+](=O)[O-])cc3c2OCOC3)c1	32	-5	-7	13	-2	-5	3	0.5	4	-5
18	CCCOc1ccc(C(CC(=O)O)NC(=O)Cc2ccccc2)cc1 (centres undefined)	-10	2	-14	9	0	1	-2	-0.6	20	-2
19	Cc1cc(C(F)(F)F)n(-c2nc(C(=O)O)cs2)n1	-17	-1	-1	2	0	1	-2	0.5	3	1
20	O=C1CN(C(=O)COc2ccc(Br)cc2F)c2ccccc2N1	-7	·	7	14	0	-1	21	0.2	8	1
21	CC(=O)N1CC(C)Sc2ccc(S(=O)(=O)NC(C)c3ccccc3)cc21 (centres undefined)	4	-2	7	-1	-1	-9	5	0.4	-11	3
22	CC(CN1CCCCC1)OC(=O)COc1ccc(Br)cc1 (centres undefined)	0	1	-1	14	-3	4	0	-0.5	2	-5
23	COc1cccc(OC)c1C(=O)Nc1ccc2c(c1)CCCN2S(=O)(=O)c1ccc(C)cc1	43	-3	-2	-19	-3	3	-2	-0.1	-2	-3
24	O=C(OCC1CCNCC1)c1ccc(F)cc1	7	-2	-9	-50	-1	4	-3	0.3	-3	-3
25	CC(=O)c1ccc(S(=O)(=O)N2CCN(C(=O)CSc3ccc(C)c(C)c3)CC2)cc1	·	-4	-8	-15	-4	-13	1	2.0	·	5
26	Cc1nn(-c2ccccn2)c2c1C(c1ccccc1Cl)C1=C(N2)c2ccccc2C1=O (centres undefined)	6	·	-11	-13	3	-6	-1	1.1	-25	3
27	CC(=O)c1c(C)[nH]c(-c2ccccc2)c1C	13	0	7	2	0	1	6	2.1	5	0
28	OC(CN1CCN(c2ccc(C(F)(F)F)cn2)CC1)c1ccccc1 (centres undefined)	1	·	-11	-13	-2	-1	4	-2.8	7	3
29	Cc1ccc(-c2nnc(SCC(=O)Nc3ccccc3N3CCOCC3)o2)cc1	2	·	-13	13	0	-1	-1	0.5	21	-3
30	Cc1nc2sc(C(=O)OC(C)C)c(N)c2c(C)c1C	-3	7	-10	-25	-2	10	-3	0.1	33	8.8*

One compound at a time (already shown). Order of values: SR-BI DiI inh	Wnt bcat act	PvdQ inh	HTR5A inv ctr	V-ATPase pHluor	dFosB act	NSD2 inh	CDK5 p35 inh	MITF act	HTR5A ag
CC(=O)N1CC(C)Sc2ccc(S(=O)(=O)NC(C)c3ccccc3)cc21 (centres undefined) is listed as 4	-2	7	-1	-1	-9	5	0.4	-11	3
CCCOc1ccc(C(CC(=O)O)NC(=O)Cc2ccccc2)cc1 (centres undefined) is listed as -10	2	-14	9	0	1	-2	-0.6	20	-2
CCOC(=O)C1=C(C)NC(C)=C(C(=O)OCC)C1c1cc2ccc(C)cc2[nH]c1=O is listed as -3	-13	-8	10	2	4	45	-0.6	·	0
Cc1nn(-c2ccccn2)c2c1C(c1ccccc1Cl)C1=C(N2)c2ccccc2C1=O (centres undefined) is listed as 6	·	-11	-13	3	-6	-1	1.1	-25	3
COC(=O)/C(=N/Nc1ccccc1C)Sc1nnc(C(O)c2ccccc2)n1-c1ccccc1 (centres undefined) is listed as 13	-2	13	-13	12	-9	-2	0.0	-10	1

The listing continues.
No.	molecule	SR-BI DiI inh	Wnt bcat act	PvdQ inh	HTR5A inv ctr	V-ATPase pHluor	dFosB act	NSD2 inh	CDK5 p35 inh	MITF act	HTR5A ag
31	Cc1ccccc1CNC(=O)C1CCCN(c2nnc(C)c3c(C)n(-c4ccccc4)nc23)C1 (centres undefined)	5	5	-9	2	-1	18*	3	0.7	-80	-1
32	COc1ccc(C(CNC(=O)c2oc3ccc(OC)cc3c2C)N2CCCC2)cc1 (centres undefined)	14	-2	-5	-6	1	10	5	-3.7	15	2
33	CCc1c(Cl)nc(N)nc1Nc1ccccc1C	-6	-1	-12	-10	-3	0	-3	0.1	0	3
34	CC(=O)NC(Cc1ccccc1)C(=O)Oc1ccc2ccccc2c1 (centres undefined)	-6	-5	1	5	1	-9	-3	12	-6	-1
35	CCc1ccc(-c2cc(C(F)(F)F)n3nc(C(=O)Nc4c(C)nn(Cc5ccc(F)cc5)c4C)cc3n2)s1	54	-5	-11	-8	4	-7	-6	-1.6	4	3
36	O=C(CSc1nnc(NC(=O)C2CC2)s1)Nc1ccc(F)cc1	-2	-4	11	1	-2	10	6	-1.1	·	0
37	C=CCNc1nc(Cl)nc(Nc2ccc(OCC)cc2)n1	23	-2	-9	9	-3	-5	-3	2.1	-1	-4
38	NC(=O)CCN1CCN(S(=O)(=O)/C=C/c2ccccc2)CC1	-6	-1	-21	7	5	-7	-1	-5.6	-4	-2
39	Cn1cc(C[C@H](NC(=O)OC(C)(C)C)C(=O)N[C@@H](CO)Cc2ccccc2)c2ccccc21	24	-1	-5	-30	3	-14	·	-2.0	-6	3
40	O=C(Cc1c(F)cccc1Cl)NCC1CCCO1 (centres undefined)	-10	0	-2	11	-4	-5	0	0.9	12	-5
41	CSc1ccccc1OCc1cc(C(=O)NCCN2CCCc3ccccc32)no1	56	1	0	-28	2	-12	26	1.5	6	0
42	O=C1N(Cc2ccccc2)CCCC12CCCN(Cc1ccccc1)C2=O	-6	·	-16	14	1	1	26	-0.7	-4	-4
43	COc1ccc(CC(=O)Nc2cccc(S(=O)(=O)N3CCCCCC3)c2)cc1OC	48	-9	-4	-12	-2	-5	0	0.7	-27	3
44	CCCc1c(C(=O)N2CCN(c3ccccc3OC)CC2)cnn1-c1ccccc1	-7	-2	-15	-7	-3	-8	1	0.4	·	0
45	O=C(O)c1ccccc1NC(=O)C1CCCO1 (centres undefined)	-25	-5	0	2	-3	-1	-1	-0.5	-8	0
46	COc1ccc(CN(C)S(=O)(=O)c2nnc(NC(=O)c3ccc(C)cc3)s2)cc1OC	-18	-2	-8	-11	1	-4	6	·	0	3
47	Oc1ccc(Cl)cc1CNCc1ccc(Cl)cc1	-29	-3	-8	-28	-2	-1	·	1.2	13	1
48	CCC1CCCCN1CCCNS(=O)(=O)c1ccc2c(c1)oc(=O)n2C (centres undefined)	-1	1	-6	-7	2	2	-1	·	-9	2
49	Cc1cc(=O)oc2cc(OCCC[n+]3ccccc3)ccc12	-27	2	9	2	3	-3	0	3.6	·	-3
50	Cc1ccc(CNS(=O)(=O)c2c(C(=O)N3CCCCCC3)c(C)n(C)c2C)cc1	-7	-1	-11	-2	-5	-6	·	-0.4	-7	-1
51	COc1ccc(C(=O)Nc2ccc(S(=O)(=O)Nc3onc(C)c3C)cc2)cc1OC	-9	-1	-14	12	2	8	·	1.2	-1	4
52	O=C(Nc1nnc(C2CC2)s1)c1cccc(S(=O)(=O)N2CC(c3ccccc3)CC2=O)c1 (centres undefined)	-1	-1	-10	5	-5	-10	·	-0.7	-13	-2
53	CO/N=C(/CNC(=O)c1ccc(Cl)cc1Cl)c1ccc(Cl)cc1	12	·	6	-1	-6	-6	-1	1.9	-15	5
54	COc1cccc(NC(=O)c2cccc(C)c2[N+](=O)[O-])c1	15	33*	-16	-11	0	-4	-1	-0.2	31	4

An excerpt of these results, in transposed form.
35	CCc1ccc(-c2cc(C(F)(F)F)n3nc(C(=O)Nc4c(C)nn(Cc5ccc(F)cc5)c4C)cc3n2)s1
36	O=C(CSc1nnc(NC(=O)C2CC2)s1)Nc1ccc(F)cc1
37	C=CCNc1nc(Cl)nc(Nc2ccc(OCC)cc2)n1

Screen / compound no.	35	36	37
SR-BI DiI inh	54	-2	23
Wnt bcat act	-5	-4	-2
PvdQ inh	-11	11	-9
HTR5A inv ctr	-8	1	9
V-ATPase pHluor	4	-2	-3
dFosB act	-7	10	-5
NSD2 inh	-6	6	-3
CDK5 p35 inh	-1.6	-1.1	2.1
MITF act	4	·	-1
HTR5A ag	3	0	-4
